Assay outcomes as filed in PubChem.
MPTP inh = permeability transition pore inhibition; isolated mouse mitochondria, Ca2+ swelling absorbance, 30 min; inhibition, % at 10 µM; 1.4% of 360,000 active; AID 602449;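 active = inhibition of 50% or more, scaled per plate between neutral and stimulator controls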;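 note: 0% = DMSO wells given calcium and 100% = 1 mM EGTA wells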
SENP8 inh = SENP8 (human) protease inhibition | Q96LD8 | recombinant SENP8, Nedd8 substrate fluorescence | inhibition, % at 20 µM | 0.64% of 360,000 active; in the data active = inhibition mostly above about 40%, no sharp cut-off; inactive = mostly below about 27%
Target sequence (Q96LD8 whole entry, looked up): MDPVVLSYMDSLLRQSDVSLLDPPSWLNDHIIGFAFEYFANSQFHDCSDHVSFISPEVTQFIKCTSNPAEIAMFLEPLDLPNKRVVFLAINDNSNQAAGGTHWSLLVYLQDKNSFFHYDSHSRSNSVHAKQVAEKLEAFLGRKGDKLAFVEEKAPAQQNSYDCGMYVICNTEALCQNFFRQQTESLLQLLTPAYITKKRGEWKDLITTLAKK
PfGluPho inh = PfG6PD (Plasmodium falciparum) enzyme inhibition; PfGluPho enzyme, NADPH resazurin-diaphorase fluorescence; 0.78% of 350,000 active; AID 504690; inhibition, % at 20 µM;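 active = inhibition reaching at least a set limit at 20 µM in the primary screen, cut at about 59% in these data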;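 note: 0% = DMSO wells with substrate and 100% = DMSO wells lacking glucose-6-phosphate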
ATG4B inhibitor = inhibitors of human ATG4B cysteine protease; 0.51% of 340,000 active; ATG4B cleavage of LC3-PLA2, NBD-HPC fluorescence, 1 h; inhibition, % at 8.33 µM; in the data active = inhibition above about 40%
Target sequence (Q9Y4P1 whole entry, looked up): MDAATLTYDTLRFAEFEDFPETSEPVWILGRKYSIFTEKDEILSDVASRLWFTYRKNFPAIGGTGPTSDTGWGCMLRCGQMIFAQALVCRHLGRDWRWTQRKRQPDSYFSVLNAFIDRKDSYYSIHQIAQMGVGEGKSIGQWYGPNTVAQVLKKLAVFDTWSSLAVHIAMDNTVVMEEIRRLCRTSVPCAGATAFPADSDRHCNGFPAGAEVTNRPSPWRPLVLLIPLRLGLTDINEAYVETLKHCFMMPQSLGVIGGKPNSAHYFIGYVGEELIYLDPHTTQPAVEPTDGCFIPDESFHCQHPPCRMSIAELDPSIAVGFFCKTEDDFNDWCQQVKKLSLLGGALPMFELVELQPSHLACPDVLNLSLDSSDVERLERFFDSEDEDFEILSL
hIAP act = human IAP activation; 0.16% of 330,000 active; purified human IAP, CDP-Star luminescence, 30 min; hits give high values; 1 = vehicle-only enzyme, 0 = enzyme-free background; activation factor at 10 µM;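 active = activation factor of the enzyme at least 2-fold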; note: the source names both 10 and 20 µM as test concentration; values of inactives mirror those of a sister screen read the other way
NR3A LBD binder = NR3A (human) ligand-binding domain modulation; Tm shift relative to glycine control, % at 25 µM; 2.5% of 340,000 active; NR3A LBD differential scanning fluorimetry, Tm shift; 0% = protein alone, 100% = glycine-bound protein; AID 1259313;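 active = melting temperature shift of at least 10% of the positive control shift, at one fixed dose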
SENP6 inh = blocks the human protease SENP6; AID 2599; Q9GZR1; Recombinant SENP6 catalytic domain, aminoluciferin luminescence; 1.8% of 330,000 active; inhibition, % at 10 µM;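 active = inhibition above about 50% at the single tested dose, limit read from the data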;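 note: plate controls were DMSO wells with enzyme for no effect and DMSO wells lacking enzyme for full effect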
SENP1 inh = inhibitors of human SENP1 SUMO protease catalytic domain. recombinant SENP1 catalytic domain, CyPet-SUMO1-YPet FRET cleavage. inhibition, % at 10 µM. Q9P0U3. 0.21% of 360,000 active;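 active = inhibition at least 30% at 10 µM, raw YFP signal under a set limit, fluorescence ratio 0.5 to 1.5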;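 note: 0% = enzyme with DMSO and 100% = no enzyme wells; some results filed as inactive read as strong as hits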
Target sequence (Q9P0U3 419-644 limits assumed): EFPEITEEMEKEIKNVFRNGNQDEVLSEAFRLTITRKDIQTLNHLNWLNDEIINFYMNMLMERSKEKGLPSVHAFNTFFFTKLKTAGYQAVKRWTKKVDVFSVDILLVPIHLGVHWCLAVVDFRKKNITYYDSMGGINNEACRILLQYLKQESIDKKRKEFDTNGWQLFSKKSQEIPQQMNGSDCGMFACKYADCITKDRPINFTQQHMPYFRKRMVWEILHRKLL
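Test system: recombinant human SENP1 catalytic domain, His6-tagged / Medium: pH 8 Tris buffer with EDTA, NaCl, BME, BSA, NP40, catalase / Also added: SUMO1 FRET substrate flanked by Cypet and Ypet, 25 nM / Times: 50 min reaction at room temperature / Signal: FRET, CFP and YFP emission / Control set: no-enzyme low control and enzyme-plus-DMSO high control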
Starred values were filed as active, the others as inactive; · = no result given; & = joins results of further samples.

SMILES	MPTP inh	SENP8 inh	PfGluPho inh	ATG4B inhibitor	hIAP act	NR3A LBD binder	SENP6 inh	SENP1 inh
Cc1ccc(C(=O)CSc2nnc(N)s2)c(C)c1	0.5	14	4	-2	0.95	1	-15	0
CC1(c2ccc3noc(-c4ccc(F)cc4)c3c2)OCCO1	-2.8	-126	-8	-2	0.94	3	2	-17
O=C(CCS(=O)(=O)c1cccs1)N1CCN(c2ccc(F)cc2)CC1	0.6	17	0	-15	1.1	-1	-15	0
COc1cc(OC)c(OC)cc1/C=N/n1c(C)nnc1C	-7.3	-370	-19	3	1.1	2	-1	0
Cc1ccc(-n2ncc3c(SCC(=O)Nc4cc(C)on4)ncnc32)c(C)c1	-0.3	18	1	2	0.84	-1	21	0
CCOc1ccc(N2CC(C(=O)NC(C)C)CC2=O)cc1 (stereo not given)	-0.7	20	-16	-5	0.96	1	-14	2
Cc1ccc(S(=O)(=O)N(C)C)cc1NC(=O)/C=C/c1cccs1	0.8	10	10	-2	0.98	1	5	-2
COc1ccc(CC(=O)NCc2ccc(F)cc2)cc1S(=O)(=O)N1CCOCC1	-2.2	-4	-4	-11	0.99	0	-28	9
c1ccc(CN2CCC3CC2c2cc(N4CCCCC4)ccc23)cc1 (stereo not given)	1.9	25	4	·	·	·	·	-2
CCN(CC(=O)NCc1cccs1)C(=O)CN(C)S(=O)(=O)c1ccc(C)cc1	0.4	14	1	-8	0.98	-1	2	1
CCn1nc(C(=O)NNS(=O)(=O)c2cc(/C=C/C(=O)O)cc(OC)c2OC)c2ccccc2c1=O	-0.6	0	12	-1	1.1	2	-13	3
O=C(/C=C/c1ccc2c(c1)OCO2)c1ccc(O)cc1O	2.7	40*	-11	0	·	32*	·	15
COc1ccc(O)c(/C=N/N=C2/C(=O)Nc3ccccc32)c1	2.1	-21	20	-10	0.95	-10	-27	20
c1ccc(CCc2nc(-c3cccnc3)no2)cc1	-2.2	12	10	-13	1.1	0	-20	1
CCc1ccccc1NC1c2ccccc2C(=O)N1Cc1ccco1 (stereo not given)	0.1	3	-5	-2	0.93	-1	-2	-1
c1ccc(-c2cn3c4c(sc3n2)CCCC4)cc1	-0.2&0.5	15&7	30&45	8&11	1.2	-1&1	97*	2&2
CN(NC(=O)CN1C(=O)c2ccccc2C1=O)C1=NS(=O)(=O)c2ccccc21	1.1	14	-18	-3	0.95	-1	11	0
COc1cccc(C(O)c2nc3ccccc3n2C(C)C)c1OC (stereo not given)	-0.5	2	-9	17	1.2	1	4	0
COc1cccc(N2C(=O)Nc3ccc(Br)cc3C2(O)C(=O)NCCCOC(C)C)c1 (stereo not given)	-0.1	11	0	1	0.99	1	-19	2
Cc1cc(NC(=O)c2c(F)cccc2Cl)n(-c2nc3ccccc3[nH]2)n1	1.7	10	5	1	1.9	-2	-4	2
C=CCn1c(SCc2nc3cc(C(=O)OC)ccc3c(=O)[nH]2)nc2sc(CC)cc2c1=O	1.7	-12	-7	-3	0.88	1	9	-1
COc1ccc(-n2cc(CNCCc3cnc[nH]3)c(-c3cccc(F)c3)n2)cc1	39	-92	-3	26	1.4	-2	16	-1
Cc1cc(C)c2nc(N3CCN(C(=O)c4cccs4)CC3)sc2c1	-0.7	-1	-6	15	0.82	·	5	0
N#Cc1c(N2CCCC2)nsc1-c1ccccc1	2.8	-24	-18	1	0.87	1	60*	-10
COc1cccc(C(=O)OCC(=O)Nc2ccc(N3CCOCC3)cc2)c1	0.8	3	6	-2	0.93	-2	1	0
(listing goes on)
SMILES	MPTP inh	SENP8 inh	PfGluPho inh	ATG4B inhibitor	hIAP act	NR3A LBD binder	SENP6 inh	SENP1 inh
CCOc1ccc(/C=C2\CCC(C3CCCC3)C2=O)cc1 (stereo not given)	-0.1	11	12	4	0.94	2	11	1
Cc1noc(NS(=O)(=O)c2ccc(NC(=O)Cc3ccc([N+](=O)[O-])cc3)cc2)c1C	1.4	2	-5	-3	1.2	-3	-15	2
O=C(Cc1ccccc1)NNC(=S)Nc1ccccc1	1.1	13	28	-1	2.2*	-1	-6	1
CC(C)(C)c1nc(SCC(=O)NCc2ccco2)c2ccccc2n1	1.6	3	-4	8	0.82	-1	11	-4
O=S(=O)(Cc1cc(NCc2ccccc2)nc(-c2ccccn2)n1)c1ccccc1	-1.3	-18	-9	7	1	-2	9	2
COc1cc(NC(=O)c2cnc(N)s2)cc(C(=O)Nc2cccc(C(F)(F)F)c2)c1	0.5	-13	35&30	1	0.94	37*	-18	-2
O=S(=O)(c1cccc2cccnc12)N1CCN(c2ccc(F)cc2)CC1	0.1	-2	10	-2	0.95	1	-3	1
Cc1ccc(C(=O)OCC(=O)N(C)C2CCS(=O)(=O)C2)cc1S(=O)(=O)N1CCCCC1 (stereo not given)	-1.6	14	-13	3	1.1	1	-6	3
O=C(O)CNCC1COc2ccccc2O1 (stereo not given)	1.0	35	-17	-6	0.94	-1	6	1
CC(CCc1ccco1)NC(=O)CCc1nnc2ccc(NCc3ccc(Cl)cc3)nn12 (stereo not given)	-1.0	-10	-5	-3	1	2	-3	-7
Cc1ccc(-c2nn(-c3ccccc3)cc2C=O)o1	-1.4	-115	20	4	0.94	1	8	-9
CCn1c(SCC(=O)Nc2c(C)n(C)n(-c3ccccc3)c2=O)nc2c1c(=O)n(C)c(=O)n2C	-1.2	3	-4	-2	0.97	1	-14	1
Cc1cccc(NC(=O)CN2CCN(C(=O)c3cccc(-n4cnnn4)c3)CC2)c1C	-1.5	6	6	-9	1.1	1	-17	-3
O=C(CSc1ccc(-c2ccco2)nn1)c1cccc([N+](=O)[O-])c1	3.1	13	17	-4	1	-12	-16	1
O=C(/C=C/c1ccco1)NCCCN1CCN(CCCNC(=O)/C=C/c2ccco2)CC1	-0.8	11	8	10	1	-1	5	0
CCCn1c(CC)nc([N+](=O)[O-])c1Sc1ncn[nH]1	-0.1	16	16	·	·	·	·	3
COc1ccc(C2C3=C(CCCC3=O)N(CC(=O)O)C3=C2C(=O)CCC3)cc1Cl	0.5	-420	14	-4	1.1	1	17	-25
COc1ccc(NC(=S)N2CCC(c3nc4ccc(Cl)cc4[nH]3)CC2)c(OC)c1	1.2	5	-1	-13	1.2	-41	-5	1
OC1(c2ccc(F)cc2)CCN(Cc2cccnc2)CC1	1.0	10	7	-5	0.81	-4	6	3
Cc1ccccc1C(=O)N1CCC(C(=O)NCc2ccc(Cl)cc2)CC1	-0.3	2	-5	2	1.4	0	-11	1
O=C(O)c1ccccc1Sc1ccccc1S(=O)(=O)NC1CCCCC1	2.6	12	-6	-5	1.3	3	-2	-2
COc1cc(/C=C2\C(=N)N3N=C(C)SC3=NC2=O)cc(Cl)c1OCCOc1ccc(NC(C)=O)cc1	0.4	4	-15	4	1.1	-3	8	-9
CCc1cccc(C)c1NC(=O)CCNC(=O)c1cccc(C)c1	-2.1	9	-24	0	0.92	1	15	2
COc1cc(/C=C2\SC(=O)N(CC(=O)Nc3ccc(C)cc3)C2=O)cc(Cl)c1OCC(=O)O	0.0	-81	47	-1	1.2	0	12	6
CSCCCNC(=O)c1ccc(OC2CCN(CCc3ccccc3)CC2)cc1	2.5	26	4	-2	0.9	-2	-5	0

Retrieved by compound from above:
SMILES	MPTP inh	SENP8 inh	PfGluPho inh	ATG4B inhibitor	hIAP act	NR3A LBD binder	SENP6 inh	SENP1 inh
COc1cc(/C=C2\SC(=O)N(CC(=O)Nc3ccc(C)cc3)C2=O)cc(Cl)c1OCC(=O)O	0.0	-81	47	-1	1.2	0	12	6
O=C(Cc1ccccc1)NNC(=S)Nc1ccccc1	1.1	13	28	-1	2.2*	-1	-6	1
C=CCn1c(SCc2nc3cc(C(=O)OC)ccc3c(=O)[nH]2)nc2sc(CC)cc2c1=O	1.7	-12	-7	-3	0.88	1	9	-1
Cc1ccc(-c2nn(-c3ccccc3)cc2C=O)o1	-1.4	-115	20	4	0.94	1	8	-9
COc1ccc(-n2cc(CNCCc3cnc[nH]3)c(-c3cccc(F)c3)n2)cc1	39	-92	-3	26	1.4	-2	16	-1
c1ccc(-c2cn3c4c(sc3n2)CCCC4)cc1	-0.2&0.5	15&7	30&45	8&11	1.2	-1&1	97*	2&2

The list continues:
SMILES	MPTP inh	SENP8 inh	PfGluPho inh	ATG4B inhibitor	hIAP act	NR3A LBD binder	SENP6 inh	SENP1 inh
O=C1CCCC(=O)N1c1ccc(Oc2ccc(Cl)cc2)cc1	-0.2	18	-19	13	0.89	-1	-11	2
Cc1ccc(C(=O)NCCCN2CCN(CCCNC(=O)c3ccc(C)cc3)CC2)cc1	-0.6	17	-3	-6	1.2	1	-3	0
Cc1ccc(-n2ncc3c(NCc4cccnc4)ncnc32)cc1C	1.6	-100	9	0	1.1	-3	-16	1
C/C(=N\NC(=O)c1ccccc1F)c1cccc(NC(=O)c2ccc(C)cc2)c1	-1.7	12	-5	7	1	-2	-5	0
N#CC1=C(N)C(C#N)(C#N)[C@H](c2ccncc2)[C@H]2CN(C(=O)OCc3ccccc3)CC=C12	-0.6	-231	-4	3	0.87	1	-13	-29
Clc1ccc(OCc2nc(-c3ccccn3)no2)c(Br)c1	0.2	6	-6	3	1	7	95*	3
O=C(Nc1nccs1)c1ccc(Br)o1	1.2	-116	-10	4	1.2	-1	0	-25
Cc1ccc(C(=O)c2c3ccccc3[n+]([O-])n2CCC(N)=O)cc1	-0.7	17	-6	-4	0.98	0	-3	4
CCC(CC)C(=O)NCCc1ccc(S(N)(=O)=O)cc1	1.4	8	-9	-5	1.2	2	9	1
COc1cc(/C=C/C(=O)N(C)CC(=O)Nc2ccccc2SC)cc(OC)c1OC	-0.9	-274	-3	-4	1.1	-2	-4	2
Cc1c[n+]([O-])ccc1Oc1ccc([N+](=O)[O-])cc1	-0.2	19	10	6	1.1	0	7	-3
CCOC(=O)CNC(=O)CSc1nnnn1-c1cc(C)ccc1C	-0.9	20	6	-15	1.1	1	-13	1
O=C(NCCc1ccccc1)C1CCC(CNS(=O)(=O)c2ccc(F)cc2)CC1 (stereo not given)	-3.5	17	11	-10	1	2	0	-1
CNc1ccc(C(=O)c2ccccc2C(=O)O)cc1[N+](=O)[O-]	-1.3	6	-15	4	0.89	-1	-8	-1
COCCNC(=O)C(=O)NCC1OCCN1C(=O)c1ccc(Cl)cc1 (stereo not given)	-1.7	12	1	-3	1.1	-1	2	4
O=C(NCC1CCCO1)c1ccc2[nH]c3c(c2c1)CCCC3 (stereo not given)	3.5	-23	1	1	0.8	1	-10	-9
O=S(=O)(Nc1ccccn1)c1ccc(Oc2ccccc2)cc1	2.0	-188	-30	-5	0.97	-3	-3	2
Nc1cc(SCc2ccc(Cl)cc2Cl)ncn1	-1.1	7	-2	2	·	-3	·	3
O=C(Nc1ccncc1)c1cc2ccccc2cc1O	17	-6	68*	-1	0.94	5	99*	-14
Cc1ccc(S(=O)(=O)C(NC(=O)c2ccccc2)=C(Cl)Cl)cc1	-0.2	16	-13	-8	1	2	5	2
CN1CCc2nc3sc(C(=O)NCc4ccccc4)c(N)c3cc2C1	0.1	-180	31	-10	0.94	1	20	-29
O=C(Nc1ccc2c(c1)OCCO2)c1ccccn1	0.2	2	8	-7	1	1	89*	-1
CCCNC(=O)c1nnsc1S(=O)c1ccc(Cl)cc1 (stereo not given)	-0.1	6	37	-3	1.1	-1	1	0
Cc1ccc(SCC(=O)NC2CCS(=O)(=O)C2)cc1C (stereo not given)	-1.1	15	-9	-6	0.96	0	0	-1
Cc1nc(C(=O)Nc2cccc(Cl)c2Cl)nn1-c1cc(OC(C)C)c(Cl)cc1Cl	3.2	12	5	0	1	-1	1	2
Cc1csc(C2=C(O)CN(c3ccc4c(c3)OCCOCCOCCOCCO4)C2=N)n1	-0.7	7	3	-2	·	-1	·	-10
COc1ccccc1-n1cnnc1SCC(=O)Nc1nc(C)c(Cl)cc1Cl	0.0	11	3	-9	1.1	0	0	3
COc1ccc(OCC(=O)Nc2ccc(N3CCCCC3)cc2)cc1	0.2	7	7	-13	1.2	19*	4	12
Cn1c(CC(=O)Nc2ccc(Cl)c(Cl)c2)nnc1SCC(=O)NCc1ccccc1	3.6	11	-18	1	1	-2	6	2
